BRCA1 expr act: BRCA1 expression activation | MCF7-BRCA1-FFLuc reporter, luminescence, 48 h; response scale: scaled: vehicle 0%, 10 µM genistein 100% | Potency, µM (top dose mostly 46.1 µM), inactives show top-dose activation, usual class: activators | 380,000 tested, 1.1% active | AID 624202; active = well fitted activation curve with a large enough effect; inconclusive = small, poorly fitted or top-dose-only effect; inactive = no such curve, though single readings can be large or run the other way; also: nearly all actives have a fitted effect of over 80% in size; some results filed as inactive show a strong effect at the top dose
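MCF7-BRCA1-FFLuc, 2000 cells/well; 2 h attach, 37 °C/5% CO2; compound 48 h; luciferase substrate 15 min; luminescence end-point. Norm. to genistein 10 microM max activation and DMSO; concentration-response curves fitted.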
An asterisk follows results filed as active; ? = inconclusive. Potency is read from the fitted curve at half-maximal effect.

SMILES	BRCA1 expr act
O=C(NCc1ccc(F)cc1)c1cc(C2CCCN(C(=O)c3ccccn3)C2)on1 (centres undefined)	-8%
Cc1ccn2c(Cc3ccccc3)c(-c3ccccc3)nc2c1	13µM*
CCCCNC(=O)c1nc(C2CCN(S(=O)(=O)c3ccc(F)c(F)c3)CC2)oc1-c1cccc(C(F)(F)F)c1	18%
COc1ccc(C(NC(=O)C2CCN(CCCOc3ccccc3)CC2)c2cccs2)cc1 (centres undefined)	12%
COc1ccc(CN2C(=O)C(CC(=O)NCc3ccco3)CC(C(=O)N(C)C)=C2C)cc1 (centres undefined)	1%
CCN(CC(=O)Nc1ccc(NC(C)=O)cc1)C(=O)C1(c2ccc(Cl)cc2)CCC1	-80%
CCCCCC(=O)N1C[C@H](n2cc(-c3ccc(F)cc3)nn2)[C@@H](O)C[C@@H]1c1ccc(Cl)cc1	-70%
O=C(Cn1ccc(=O)[nH]c1=O)Nc1nccs1	0%
C=CCn1c(SCC(=O)N2CCN(C(=O)OCC)CC2)nc2c([nH]c3ccccc32)c1=O	-53%
N#Cc1csc(CCNC(=O)c2ccccc2)n1	38%
Cc1cccc(S(=O)(=O)NC(=O)C2(C)CCN2C(=O)Cc2ccsc2)c1 (centres undefined)	9%
CCCNC(=O)C1(C)CCCN(C(=O)c2c(C)noc2C)C1 (centres undefined)	6%
Cc1ccccc1OCC(=O)OCC(=O)NC1CCCC1	25%
CC1(C(=O)NS(=O)(=O)C2CC2)CCN(C(=O)c2ccccc2OC(F)(F)F)C1 (centres undefined)	35%
O=C1CCC2(CCCC2)c2ccccc21	4%
CC(CNC(=O)CC[C@H]1O[C@@H](n2ccc(=O)[nH]c2=O)[C@H](O)[C@@H]1O)c1ccccc1 (some centres undefined)	13%
CC1(C(=O)NCCc2ccccc2)Cc2c(-c3cccc(C(N)=O)c3)ccnc2O1 (centres undefined)	-36%
Cc1cccc(S(=O)(=O)NC(=O)C2(C)CCN2C(=O)c2ccccc2)c1 (centres undefined)	14%
Cc1ccccc1S(=O)(=O)N(C)C[C@H]1OCc2cn(nn2)CCCC(=O)N([C@@H](C)CO)C[C@@H]1C	35%
C[C@@H]1CN([C@H](C)CO)C(=O)CCCn2nncc2CO[C@@H]1CN(C)C(=O)C1CCCCC1	3%
CCC1(c2ccccc2)NC(=O)N(CC(=O)Nc2ccc3c(c2)CCC3)C1=O (centres undefined)	-9%
CC[C@H](C)[C@@H](N)C(=O)NC[C@H]1O[C@@H](n2cnc3c(=O)[nH]c(N)nc32)[C@H](O)[C@@H]1O	0%
COc1ccc(C(=O)CSc2nc(=O)n3ccc(C)cc3n2)cc1	48%
CC(=O)c1ccc(-c2cnc3c(NC=O)cc(-c4cccc(NS(C)(=O)=O)c4)cn23)cc1	-68%
N#CCC1(O)C(=O)N(Cc2ccccc2)c2ccccc21 (centres undefined)	19%
SMILES	BRCA1 expr act
C=CCNC(=O)CSc1nnc(-c2cccc(S(=O)(=O)N3CCOCC3)c2)o1	5%
CCCc1nc2c3ccccc3ccn2c1Cc1cccc(Cl)c1	43%
CCc1nc2c(OCc3ccccc3)cccn2c1N(Cc1ccccc1)C(C)=O	-27%
Cc1nc2c(OCc3ccc(C(F)(F)F)cc3)cccn2c1N(C)Cc1cccs1	-32%
CC1=C(C(=O)N(C)C)CC(CC(=O)NCc2cccc3ccccc23)C(=O)N1CCCN1CCCC1=O (centres undefined)	4%
C[C@@H]1CN([C@@H](C)CO)C(=O)c2cc(C#CC(C)(C)O)cnc2O[C@@H]1CN(C)C(=O)c1ccccc1F	7%
CC1(C(=O)NS(=O)(=O)C2CC2)CCCN(C(=O)CSc2ccccc2)C1 (centres undefined)	-10%
COc1cc(C=C2C(=O)C=CC2=O)ccc1O	-64%
COc1cc(OC)c(C=Cc2ccncn2)c(OC)c1	0%
CN(C)c1ccc(-c2ccnc3c2CC(C)(C(=O)Nc2ccc(Cl)c(C(F)(F)F)c2)O3)cc1 (centres undefined)	-57%
COc1ccc(/C=C/c2nccc3ccccc23)cc1OC	?
CCCCSCc1nc2nc(Cl)c(Cl)nc2[nH]1	-42%
COc1cccc(C(NC(C)=O)c2nc(-c3cccs3)cs2)c1 (centres undefined)	8%
COc1cccc(C(NC(C)=O)c2nc(-c3ccc4ccccc4c3)cs2)c1 (centres undefined)	-52%
CC1(Oc2ccc3ccccc3c2)CCN(Cc2cccn2-c2nccs2)C1 (centres undefined)	0%
COc1ccc(C(=O)c2ccccc2)cc1CN1CCOCC1	-3%
Cc1cc(C)c2cc(N)c(Cl)nc2n1	0%
CCOC(=O)C1=CCC(c2ccc(F)cc2)N(S(=O)(=O)c2ccc(C)cc2)C1 (centres undefined)	0%
CCOC(=O)[C@H]1Nc2ccc(Cl)cc2[C@@H]2[C@H]1C1CC(c3ccccc31)N2C(=O)OCc1ccccc1 (some centres undefined)	-31%
Nc1ncnc2c1ncn2[C@@H]1O[C@H](C(=O)N2CCSC2)[C@@H](O)[C@H]1O	-22%
C[C@@H]1CN([C@@H](C)CO)C(=O)CCCn2cc(nn2)CO[C@H]1CN(C)C(=O)c1ccc2ccn(C)c2c1	-2%
COc1ccc(C2CCc3cc4c(cc3C2=NOC(C)=O)OCO4)cc1OC (centres undefined)	-47%
N#CC[n+]1cccc(Br)c1	17%
CCc1nc2c(OCC(=O)C(C)(C)C)cccn2c1N(C)C(=O)c1ccc(C)cc1	26%
O=C(Nc1ccn(CCCNCC(c2ccccc2)c2ccccc2)c(=O)n1)OCc1ccccc1	0%

An excerpt of these results, with bars between the fields:
mol | BRCA1 expr act
Cc1ccccc1S(=O)(=O)N(C)C[C@H]1OCc2cn(nn2)CCCC(=O)N([C@@H](C)CO)C[C@@H]1C | 35%
COc1cccc(C(NC(C)=O)c2nc(-c3cccs3)cs2)c1 (centres undefined) | 8%
N#CC[n+]1cccc(Br)c1 | 17%
CCc1nc2c(OCC(=O)C(C)(C)C)cccn2c1N(C)C(=O)c1ccc(C)cc1 | 26%
CCCc1nc2c3ccccc3ccn2c1Cc1cccc(Cl)c1 | 43%

Other records.
SMILES	BRCA1 expr act
C[C@H]1CN([C@@H](C)CO)C(=O)c2cc(C#Cc3cccnc3)cnc2O[C@H]1CN(C)Cc1ccc(F)cc1	1%
CC(=O)Nc1ccc(CN2CCC(N3CCC(C(=O)NC4CC4)CC3)CC2)cc1	-8%
Cc1ccc(C(=O)N(CC(=O)NC2CCCC2)c2ccccc2F)s1	2%
COc1cc(Cl)cc(/C=N\NC(=O)c2ccc3c(c2)OCO3)c1O	-79%
C[C@H](O)[C@@H]1C(=O)N2CCc3ccc(N4CCN(C)CC4)cc3[C@@H]2C[C@@H]1N(C)C(=O)c1ccco1	3%
C[C@@H]1CN([C@H](C)CO)S(=O)(=O)c2ccc(Br)cc2O[C@H]1CN(C)C(=O)C1CCCCC1	-10%
Cc1ccccc1C(=O)NNS(=O)(=O)c1ccc(F)cc1	-1%
Ic1ccc(/C=C2\C=Cc3ccccc32)cc1	12%
O=S1(=O)CC(N2CC=CC2)CN1Cc1ccc(F)cc1 (centres undefined)	18%
COc1cccc(-c2cnc(C(O)c3ccc(OC)c(F)c3)[nH]2)c1 (centres undefined)	0%
Cc1c(C(=O)NCCN(C)C)n(C)c(=O)c2ccccc12	-5%
COc1ccc(C(O)c2ncc(-c3cccc(OC)c3)[nH]2)cc1 (centres undefined)	16%
C#Cc1cccc(Nc2nc(NCCOC)nc3ccsc23)c1	-22%
CCCCN1C(=O)C(CC(=O)NCCc2ccccn2)CC(C(=O)N(CC)CC)=C1C (centres undefined)	2%
CC1(C)OC(=O)C2=C(C[C@@H](C3CCCC3)O[C@H]2c2ccc(Cl)cc2)O1	5%
CCN1CCN(CCNC(=O)c2ccc3c(c2)NC(=O)/C(=C\c2cccc(Cl)c2)S3)CC1	-36%
OCC(O)C[n+]1cccc(Br)c1 (centres undefined)	15%
CC1(C(=O)NCc2cccc(Cl)c2)Cc2c(-c3cccc(C(N)=O)c3)ccnc2O1 (centres undefined)	-29%
O=C(NCc1ccc(F)cc1)c1cc(C2CCCCN2C(=O)c2ccc(Cl)cc2)on1 (centres undefined)	0%
COc1cccc(CNC(=O)[C@@H]2CCCN2C(=O)[C@@H]2CCCN2C(=O)OC(C)(C)C)c1	12%
CC(=O)c1c(O)c(C)c(O)c2c1OC1=CC(=O)/C(=C(/C)N)C(=O)C12C (centres undefined)	-70%
O=C(NCc1ccncc1)[C@@H]1CCCN1C(=O)[C@@H]1CCCN1C(=O)c1c(F)cccc1F	16%
COc1cc(CN2CCC(C(=O)NC(C)(C)C)CC2)ccc1OCc1ccccc1	21%
Cc1c(O)cnc2nn(-c3ccccc3)c(=N)n12	-8%
CC(=O)OC[C@@H]1CN(Cc2ccccc2)C[C@H](n2cnc3c(NCc4ccc(F)cc4)ncnc32)O1	-3%

In another format: entries from further up.
canonical_smiles,BRCA1 expr act
CC1(C)OC(=O)C2=C(C[C@@H](C3CCCC3)O[C@H]2c2ccc(Cl)cc2)O1,5%
CCN1CCN(CCNC(=O)c2ccc3c(c2)NC(=O)/C(=C\c2cccc(Cl)c2)S3)CC1,-36%
OCC(O)C[n+]1cccc(Br)c1 (centres undefined),15%
CC1(C(=O)NCc2cccc(Cl)c2)Cc2c(-c3cccc(C(N)=O)c3)ccnc2O1 (centres undefined),-29%
O=C(NCc1ccc(F)cc1)c1cc(C2CCCCN2C(=O)c2ccc(Cl)cc2)on1 (centres undefined),0%
COc1cccc(CNC(=O)[C@@H]2CCCN2C(=O)[C@@H]2CCCN2C(=O)OC(C)(C)C)c1,12%
CC(=O)c1c(O)c(C)c(O)c2c1OC1=CC(=O)/C(=C(/C)N)C(=O)C12C (centres undefined),-70%

Next part
SMILES	BRCA1 expr act
CCCCNC(=O)C1c2ccccc2OCC(=O)N1Cc1ccccn1 (centres undefined)	-14%
O=C(OCc1cn([C@@H]2C[C@H](c3ccc(Cl)cc3)N(Cc3cccs3)C[C@H]2O)nn1)c1ccccc1	4%
CCOC(=O)C(=O)Nc1ccc(S(=O)(=O)Nc2nccc(C)n2)cc1	0%
OC[C@H]1O[C@@H](c2nc(-c3ccc(Br)cc3)no2)C[C@@H]1O	7.9µM*
CCN(CC)C(=O)c1cccc(-c2csc(C(C)(O)c3ccc(F)c(F)c3)n2)c1 (centres undefined)	-49%
Cc1[nH]c2ccccc2c1C(=O)CN(C)c1ccccc1	0%
COc1ccc(CC(=O)Nc2nc(OCC(F)(F)F)cnc2-c2ccc(Cl)cc2Cl)cc1	0%
CCCCNC(=O)C1(C)CCN1C(=O)c1cc(-c2ccccc2)cs1 (centres undefined)	7%
CC(C)(C)CNC(=O)c1cc2c(Br)ccc(Br)c2nc1N	-26%
CC(C)C[C@H]1CN(CCCC[C@H]2CNC(=O)C(=O)N2CCc2ccccc2)C(=O)C(=O)N1Cc1ccccc1	-6%
C[C@@H]1CCCCO[C@@H](CN(C)Cc2ccncc2)[C@@H](C)CN([C@H](C)CO)C(=O)c2cc(NC(=O)c3ccccc3)ccc2O1	-1%
CN(Cc1ccccc1)C(=O)Cn1nnc(-c2ccccc2)c1COc1ccccc1	17%
O=C(Cc1ccc(Cl)cc1)Nc1cccnc1Cl	5%
O=C1Cc2ccccc2C1=C1C=c2ccccc2=C1	-25%
COc1cccc(-n2c(SCC(=O)NC3CC3)nc3ccccc3c2=O)c1	-3%
COc1ccc(CNC(=O)CCNC(=O)C2CCN(S(=O)(=O)c3ccc(OC)cc3)CC2)cc1	-6%
COc1ccc(-c2ccc(C(=O)NCc3ccc(F)c(F)c3)c3occc23)c(C)c1	-5%
CC1(C(=O)NS(=O)(=O)c2ccc(C#N)cc2)CCN1C(=O)CCc1ccc(Cl)cc1Cl (centres undefined)	42%
CC(C)=CCn1c2ccc(NC(=O)Nc3cccnc3)cc2c(=O)n1C	20%
O=C(Nc1ccc(F)c(Cl)c1)c1cc(C2CCCCN2C(=O)CCCc2ccccc2)on1 (centres undefined)	-28%
C[C@H]1CN([C@@H](C)CO)C(=O)CCCn2nncc2CO[C@H]1CN(C)S(=O)(=O)c1ccc(Oc2ccccc2)cc1	-8%
CC(=O)C1=CCC(c2ccc(C)o2)N(S(=O)(=O)c2ccc(C)cc2)C1 (centres undefined)	0%
COc1ccc(/C=C/c2ccc3ccccc3n2)cc1OC	-24%
CCOC1=C2[C@@H](CN(S(=O)(=O)c3ccccc3C)[C@H]2c2ccc(Cl)cc2)[C@H]2C(=O)NC(=O)[C@H]2C1	-13%
NC(CCc1ccccc1)c1csc(NC(=O)Nc2cccc(C(F)(F)F)c2)n1 (centres undefined)	-30%
SMILES	BRCA1 expr act
CC1(C2CC(=O)c3c(O)ccc(O)c3C2)OCCO1 (centres undefined)	-7%
NNC(=O)CN1C(=O)C2(OCCO2)c2ccccc21	-9%
CC1(C(=O)NS(=O)(=O)c2cccc(C#N)c2)CCN1C(=O)Cc1cc(F)ccc1F (centres undefined)	20%
CC(C)NC(=O)OCc1c(COC(=O)NC(C)C)c([N+](=O)[O-])n2c1CCC2	1%
CC1(Oc2cccc(C#N)c2)CCN(Cc2ccccc2OC(F)F)C1 (centres undefined)	0%
CN1CCN(C(=O)c2cc3c(c(-c4cccc(C#CC(C)(C)O)c4)n2)[C@@H](CCO)N(S(=O)C(C)(C)C)C3)CC1 (some centres undefined)	-10%
CCCCCC[n+]1ccccc1/C=C/c1ccc(N(C)C)cc1	-64%
CN(C)CCNC(=O)c1cccc(-c2cccc3nncn23)c1	4%
CC1C(=O)N(Cc2cn(Cc3ccco3)nn2)CCS(=O)(=O)N1Cc1ccc(-c2ccc(F)cc2Cl)cc1 (centres undefined)	-25%
Cc1ccc(S(=O)(=O)N2[C@@H](c3cccc(Cl)c3)C(C(=O)OC(C)(C)C)=CC[C@H]2c2ccc(C(C)C)cc2)cc1	20%
COc1ccc(S(=O)(=O)N2CCC(C(=O)N[C@@H](C)C(=O)N3CCCC3)CC2)cc1	4%
CC1=C(C(=O)N2CCCCCC2)CC(CC(=O)NC2CCCC2)C(=O)N1Cc1ccccc1 (centres undefined)	1%

Screening results from PubChem BioAssay.

The list is partial; the hit share may differ from the screen's.
